TRPML3 agonist: agonists of human TRPML3 channel. 220,000 tested, 0.29% active. HEK293 TRPML3-YFP, Fluo-8 calcium fluorescence; 100% = the carbachol control signal. Q8TDD5. AID 1448. activation, % at 3 µM;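 active = activation above its plate's cutoff, the mean activation of the plate's test wells plus 3 SD, cut at about 12% in these data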;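 note: 0% = DMSO only wells and 100% = carbachol wells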
Target sequence (Q8TDD5 whole entry, looked up): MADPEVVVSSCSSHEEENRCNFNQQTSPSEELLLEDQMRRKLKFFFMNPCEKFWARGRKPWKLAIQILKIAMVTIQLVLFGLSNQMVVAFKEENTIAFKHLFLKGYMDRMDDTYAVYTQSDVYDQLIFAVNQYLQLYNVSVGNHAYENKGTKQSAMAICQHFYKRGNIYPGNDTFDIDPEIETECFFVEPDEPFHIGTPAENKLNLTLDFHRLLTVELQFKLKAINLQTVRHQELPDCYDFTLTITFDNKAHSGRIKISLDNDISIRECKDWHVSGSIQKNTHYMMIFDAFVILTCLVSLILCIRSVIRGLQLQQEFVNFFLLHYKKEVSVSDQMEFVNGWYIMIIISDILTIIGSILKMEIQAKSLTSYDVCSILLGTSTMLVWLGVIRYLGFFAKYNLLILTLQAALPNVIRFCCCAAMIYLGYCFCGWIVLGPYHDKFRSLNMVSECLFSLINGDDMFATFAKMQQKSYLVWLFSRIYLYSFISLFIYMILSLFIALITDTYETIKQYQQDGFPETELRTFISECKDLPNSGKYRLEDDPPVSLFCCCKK
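Test system: TRPML3-YFP stable HEK293 cells. Doses: single point at 3 µM. Incubation: dye loading 1 h 37 °C then 30 min ambient, 125 s read. Signal: Fluo-8 calcium dye fluorescence, ex 470-495, em 515-575 nm. Measure: percent activation from peak-to-basal fluorescence ratio, scaled between DMSO and carbachol.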
NPY-Y1 PAM-ag: potentiates or activates human NPY-Y1 receptor. P25929. AID 1304. NPY-Y1 expressing cells, potentiator/agonist activation. 220,000 tested, 0.37% active. activation, % at 3.6 µM; in the data active = activation above about 33%, passing the limit was not always enough;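 note: cells stimulated with NPY at EC10 then isoproterenol at EC100; 0% = low agonist plus stimulus and 100% = saturating agonist plus stimulus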
14-3-3 Bad PPI: disrupts binding of bovine 14-3-3 zeta to phospho-Bad peptide; 220,000 tested, 0.71% active; inhibition, % at 21.7 µM; TR-FRET 14-3-3zeta/Dy647-pBad peptide displacement, 1 h; P63103;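 active = inhibition above about 70%, limit read from the data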;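 note: 0% = full 14-3-3 plus peptide FRET controls and 100% = background without 14-3-3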
Target sequence (P63103 whole entry, looked up): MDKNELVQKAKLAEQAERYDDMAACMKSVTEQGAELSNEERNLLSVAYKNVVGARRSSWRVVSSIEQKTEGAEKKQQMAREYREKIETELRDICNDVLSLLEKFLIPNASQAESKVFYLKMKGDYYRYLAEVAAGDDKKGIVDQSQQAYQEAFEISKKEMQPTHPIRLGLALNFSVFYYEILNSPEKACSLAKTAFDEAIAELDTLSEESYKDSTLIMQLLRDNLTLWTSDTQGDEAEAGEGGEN
EP2 antag: blocks the human prostaglandin E2 receptor EP2. inhibition, % at 25 µM. 260,000 tested, 0.52% active. C6 glioma cells expressing human EP2, cAMP TR-FRET; cells stimulated with saturating PGE2. AID 1422;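 active = percent inhibition above 40 after rounding to a whole number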;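 note: rat C6 glioma host cells with rolipram phosphodiesterase inhibitor present; the protocol text gives 20 µM as final concentration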
PPC-1+TRAIL kill: PPC-1 cancer cell killing with TRAIL present. PPC-1 cells + TRAIL, ATPLite viability luminescence. cell killing (% activity), % at 4 µM. 220,000 tested, 0.41% active;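 active = cell killing above 50% in the first pass at 4 µM, then a duplicate retest at 5 µM averaging 50% or more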;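 note: plate controls were cells with TRAIL plus DMSO for no effect and medium-only wells lacking cells for full effect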
EP2 modulator: modulators of human EP2 prostaglandin E2 receptor. induction, % at 25 µM. EP2-expressing cells, cAMP HTRF FRET, PGE2 co-stimulation. 260,000 tested, 0.83% active. P43116;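 active = compounds whose cAMP rise, as percent of the full-agonist control response, exceeds 60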;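 note: rat C6 glioma line stably carrying human EP2 under a CMV promoter; the protocol text gives 20 µM as final concentration; 100% = response of wells given 1 µM PGE2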
CHOP inh: CHOP inhibition in unfolded protein response; CHO-K1 CHOP-promoter luciferase, tunicamycin-induced, 15-18 h; inhibition, % at 10 µM; 220,000 tested, 3.8% active; AID 2732;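 active = compounds that reduced the stress-induced luciferase reporter signal by more than about 70% of percent inhibition, limit read from the data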;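 note: 0% = tunicamycin plus vehicle and 100% = wells without tunicamycin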
zfTRPN1 agonist: activates the zebrafish TRPN1 channel | activation, % at 3 µM | 220,000 tested, 0.18% active | HEK293 zebrafish TRPN1-YFP, Fluo-8 calcium fluorescence; 100% = response to 87 µM carbachol | AID 1424;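 active = activation above its plate's cutoff, the mean activation of test wells on that plate plus 3 SD, cut at about 19% in these data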;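 note: 0% = DMSO alone and 100% = 87 µM carbachol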
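Material: zebrafish TRPN1-YFP in HEK293 cells; Doses: single test compound dose, 3 µM nominal, 0.3% DMSO; Timing: dye loading 1 h at 37 °C, then 30 min room temperature; Technique: intracellular calcium fluorescence with Fluo-8; Benchmarks: high carbachol 87 µM, low DMSO alone.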
NPY-Y1 antag: antagonists of human neuropeptide Y receptor Y1; P25929; HEK293-CNG Y1 cells, membrane potential fluorescence; NPY at EC95, then isoproterenol; inhibition, % at 3.6 µM; 200,000 tested, 1% active;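 active = inhibition above the campaign mean inhibition of all tested compounds plus 3 SD, cut at about 20% in these data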;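 note: 0% = DMSO wells given NPY plus isoproterenol and 100% = isoproterenol alone without NPY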
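Material: HEK293 cells with Y1 receptor plus CNG channel; times: compound incubation 1 h at room temperature, readout 45 min post-stimulation; signal: fluorescence, membrane potential probe; read-out basis: fluorescence ratio normalized to % inhibition between controls; benchmarks: full-block control isoproterenol-only wells, zero-block control NPY plus isoproterenol wells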
The depositor's hits bear a star; nt = no result given; & = joins results of further samples; ! = not active in a repeat; [ ] = remark or other dose. A portion of the library; count on the stated rates, not on these rows.

SMILES | TRPML3 agonist | NPY-Y1 PAM-ag | 14-3-3 Bad PPI | EP2 antag | PPC-1+TRAIL kill | EP2 modulator | CHOP inh | zfTRPN1 agonist | NPY-Y1 antag
Cc1ccc(N(Cc2cc3ccc(C)cc3[nH]c2=O)C(=O)c2ccco2)c(C)c1 | -0.6 | 20 | -4 | 7 | -17 | 16 | 31 | -0.3 | nt
CCOc1ccccc1CNCc1ccc(C(=O)O)cc1 | 0.1 | -4 | -7 | 4 | 16 | 29 | -11 | 0.3 | -4
CCN1C(=O)C(CC(=O)Nc2ccc(OC)cc2)N(Cc2ccc(OC)c(OC)c2)C1=S (configuration not stated) | 1.2 | -4 | -1 | 8 | -6 | -1 | 12 | 1.5 | nt
COc1ccc(S(=O)(=O)N2CCn3c2nc2ccccc23)cc1 | -0.1 | 1 | -4 | 8 | 3 | 5 | 1 | -0.2 | 4
Cc1cccn2c(=O)c(/C=C(\C#N)S(=O)(=O)c3ccccc3)c(N3CCCCC3)nc12 | 1.1 | 16 | -5 | 9 | -7 | 11 | -36 | 0.0 | nt
COC/C=C/C1=CC2=CC(=O)C(C)(OC(=O)c3cnc4ccccc4n3)C(=O)C2=CN1Cc1ccccc1 (configuration not stated) | nt | nt | -3 | 13 | 7 | 8 | -104 | nt | nt
CC1CCN(c2nc3c(c(=O)[nH]c(=O)n3C)n2CC(C)CSc2nnnn2-c2ccccc2)CC1 (configuration not stated) | 0.5 | 7 | 1 | 10 | 31 | 68* | 32 | -0.9 | -1
Cn1c(SCC(=O)NCCc2ccccc2)nnc1-c1ccco1 | -0.5 | -2 | -7[fluorescence artefact?] | 6 | 4 | 15 | -1 | -0.3 | 3
CCCCC[C@H](O)/C=C/[C@@H]1[C@@H](C/C=C\CCCC(=O)OC)[C@@H](O)C[C@H]1O | 1.6 | -65 | 91* | 10 | -1 | 52 | 6 | 2.9 | 63*
COc1cc(Cn2c(C(=O)O)cc3sccc32)cc(OC)c1OC | -0.1 | 10 | 7[fluorescence artefact?] | nt | 10 | -4 | -2 | -0.3 | -3
COc1ccc(N(CC(=O)N2CCCCC2)S(=O)(=O)c2c(C)nn(C)c2C)cc1 | 0.7 | 8 | 3 | 7 | 14 | 7 | 25 | 1.9 | 4
C=C(C)C1Cc2c(C)nn(-c3cccc4ccccc34)c2C1 (configuration not stated) | -0.9 | 33 | -9 | 4 | -2 | 60 | 101* | -1.6 | 4
CC(C)C1CC(c2csc(N)n2)CCO1 (configuration not stated) | 0.1 | -8 | 6 | 16 | 2 | 34 | 27 | 0.8 | -2
CC1CCC2(CC1)NC(CO)(CO)CO2 (configuration not stated) | 0.3 | -17 | -11 | 0 | 2 | 11 | -4 | 2.2 | 9
O=C(c1ccco1)N1CCN(Cc2ccccc2C(F)(F)F)CC1 | 0.1 | 27 | nt | nt | nt | nt | nt | 0.4 | -1

Retrieved one by one from the entries so far, 2 records:
SMILES | TRPML3 agonist | NPY-Y1 PAM-ag | 14-3-3 Bad PPI | EP2 antag | PPC-1+TRAIL kill | EP2 modulator | CHOP inh | zfTRPN1 agonist | NPY-Y1 antag
COc1cc(Cn2c(C(=O)O)cc3sccc32)cc(OC)c1OC | -0.1 | 10 | 7[fluorescence artefact?] | nt | 10 | -4 | -2 | -0.3 | -3
COc1ccc(N(CC(=O)N2CCCCC2)S(=O)(=O)c2c(C)nn(C)c2C)cc1 | 0.7 | 8 | 3 | 7 | 14 | 7 | 25 | 1.9 | 4

(continued)
SMILES | TRPML3 agonist | NPY-Y1 PAM-ag | 14-3-3 Bad PPI | EP2 antag | PPC-1+TRAIL kill | EP2 modulator | CHOP inh | zfTRPN1 agonist | NPY-Y1 antag
O=c1[nH]c(CN2CCN(c3ccc(F)cc3)CC2)nc2ccccc12 | 0.0 | -4 | 2 | 15 | 5 | -10 | -15 | 0.5 | 1
Cc1nc2nc3c(c(=O)n2[nH]1)CCCC3 | 0.3 | 3 | 4[fluorescence artefact?] | 6 | -5 | 2 | -12 | 0.6 | -1
Cn1c(=O)oc2cc(S(=O)(=O)N3CCN(c4ccccn4)CC3)ccc21 | 0.5 | 4 | -3 | 11 | 2 | -20 | 9 | 0.9 | -2
CC(=O)Nc1ccc(S(=O)(=O)Oc2cccc(N3C(=O)C4CC=CCC4C3=O)c2)cc1 (configuration not stated) | 2.6 | 7 | -13 | 5 | 16 | -49 | 30 | 5.0 | 0
COc1ccc(CN(C)CC(=O)Nc2ccc(Cl)cc2C(F)(F)F)c(OC)c1 | 0.2 | -8 | 58 | 14 | 1 | -16 | 21 | 0.2 | 8
CCOC(=O)c1cccc(NC(=O)CSc2nnc(COc3ccccc3C)o2)c1 | 0.2 | -5 | 5 | 5 | -1 | 16 | 108* | -0.3 | 1
Cc1ccc(-c2nnc(Cc3ccc([N+](=O)[O-])cc3)o2)cc1 | -1.2 | -15 | 1 | 6 | 17 | -48 | 1 | -3.9 | 2
CCC(C)[C@H](N)c1cn([C@@H](Cc2cc3ccccc3[nH]2)C(=O)N2CCNCC2)nn1 (some centres not stated) | 1.0 | -1 | 0 | 7 | 11 | -1 | 15 | 0.1 | 0
Cc1cc(C)c(S(=O)(=O)N(C)CC(=O)NC2CCCC2)c(C)c1 | 0.0 | 0 | -7 | 11 | 37 | -15 | -10 | -1.5 | 5
COc1ccc(OC)c(NC(=O)C2COc3ccccc3O2)c1 (configuration not stated) | -1.1 | -18 | -9 | 10 | 5 | 34 | 39 | -0.1 | 8
Cc1cc(C(=O)CCl)c(C)n1CCc1ccc(Cl)cc1 | -0.1 | 63* | -15 | 5 | -14 | -47 | -4 | -2.2 | -4
CCOCc1cc(=O)[nH]c(SC)n1 | 0.6 | -2 | 6 | 3 | -21 | 29 | 27 | 1.4 | nt
Cc1cc2nccc(-c3ccco3)n2n1 | 0.4 | -25 | -8 | 10 | 12 | 27 | 8 | 0.4 | -1
Cc1c(NC(=O)C(C)OC(=O)c2cc3c4ccccc4n(C)c3s2)c(=O)n(-c2ccccc2)n1C (configuration not stated) | -0.7 | -21 | 18[fluorescence artefact?] | 6 | 5 | -18 | 40 | -1.1 | 9
Oc1ccc(Br)cc1/C=N/N1CCN(Cc2cccc3ccccc23)CC1 | 0.8 | 2 | -4 | 6 | 8 | -18 | 1 | 0.8 | nt
N/C(=N\OS(=O)(=O)c1ccc2ccccc2c1)c1ccccn1 | 0.5 | -42 | 9 | 2 | 20 | -19 | 32 | -1.1 | 14
O=C(CSc1nnc(SCc2ccccc2)s1)N/N=C/C=C/c1ccccc1[N+](=O)[O-] | 0.3 | -19 | -2[fluorescence artefact?] | 6 | 2 | 22 | 30 | 1.7 | 3
COC(=O)c1ccccc1NC(=O)NCc1ccco1 | 0.0 | -17 | 4 | 5 | 4 | -12 | 2 | -1.1 | -6
CC1(C)NC(=O)N(CCCCOc2ccc(Br)cc2Cl)C1=O | 0.1 | 3 | 5 | 9 | 5 | -12 | -17 | 0.2 | 11
Cc1[nH]c2ccc(-c3n[nH]c(=S)n3Cc3ccccc3)cc2c1C | 0.9 | 12 | -12 | 12 | -4 | -16 | 11 | 3.3 | -6
COc1ccc2cc(C#N)c(SCC(=O)N3CC(=O)Nc4ccccc43)nc2c1 | 0.2 | -2 | -4 | 31&20 | 13 | 73*! | -43 | 1.0 | nt
Cc1ccc(NC(=O)CCC(=O)NNC(=O)c2ccco2)c(C)c1 | -0.4 | 11 | -8[fluorescence artefact?] | 4 | -11 | 12 | 29 | 1.1 | -2
CC1C(=O)N(Cc2ccc([N+](=O)[O-])cc2)c2ccccc2N1C(=O)C1CC1 (configuration not stated) | 0.7 | -22 | -3 | 6 | -9 | 16 | 35 | -1.2 | 9
O=C(CN1CCN(c2ccccn2)CC1)Nc1cc(C(F)(F)F)ccc1Cl | 0.9 | -23 | 13 | 15 | 4 | -9 | 60 | 0.9 | 5
O=C(CSCc1cccc(Cl)c1)Nc1ccccc1-c1ccccc1 | 0.0 | -31 | 8 | 9 | -1 | 67* | 62 | -1.0 | 8
N#Cc1c(N)n(CCNC(=O)c2ccc(Cl)cc2)c2nc3ccccc3nc12 | 0.2 | 1 | 18[fluorescence artefact?] | 12 | 2 | -17 | 12 | -0.4 | -6
O=C(NNC1CC(=O)N(c2ccc(F)cc2)C1=O)c1cccnc1 (configuration not stated) | 0.5 | 3 | 1 | 2 | 14 | 22 | -10 | 1.4 | nt
CCOC(=O)COc1ccc2c(=O)c(-c3ccccc3OC)coc2c1 | 0.8 | 1 | -1 | 2 | 23 | -9 | 15 | 0.1 | 2
O=C(CC1CCCCC1)N1CCCC(c2nc(-c3ccc(S(=O)(=O)N4CCCC4)cc3)no2)C1 (configuration not stated) | 0.4 | -4 | 2 | 10&5 | 6 | 0&10 | 46 | 1.1 | 2
CC(=O)c1ccc(N2CCN(C(=O)CCCn3c(=S)[nH]c4cc5c(cc4c3=O)OCO5)CC2)cc1 | 0.2 | -11 | -9 | 10 | 6 | -29 | 38 | 0.5 | -5
COc1ccc(-n2cc(-c3ccccc3)c3c(N4CC(C)OC(C)C4)ncnc32)cc1 (configuration not stated) | -0.2 | -4 | -11 | 8 | 12 | 38 | 73* | -1.0 | 9
CCCCCCC(=O)NNC(=O)CC(=O)Nc1ccccc1C(=O)O | 0.6 | -1 | 9 | 4 | 21 | -5 | -9 | -0.4 | -2
CC(C)(C)c1ccc(NC(=S)NCc2cccnc2)cc1 | 0.8 | 14 | -2 | 4 | -2 | -20 | 13 | 2.8 | nt
Cc1nc(SC(C)C(=O)Nc2cccc(C(F)(F)F)c2)c2c(C)c(C(=O)O)sc2n1 (configuration not stated) | -0.2 | 33 | 7 | 5 | -4 | 6 | 62 | 0.4 | nt
CCc1ccc(NC(=O)CSc2nc3cc(C(=O)OC)ccc3c(=O)n2CC2CCCO2)cc1 (configuration not stated) | 0.4 | 5 | -1 | 5 | 1 | 14 | 94* | 0.5 | -2
O=C1/C(=C/c2ccncc2)CCC/C1=C\c1ccncc1 | 1.4 | -7 | -4 | 12 | 31 | -82 | 98* | -0.1 | 2
COc1cccc(-c2csc(N3CCN(C(=S)Nc4cccc(Cl)c4)CC3)n2)c1 | 0.5 | 29 | -31 | 32 | 32 | -48 | 26 | -0.5 | -5
CC(=O)Nc1ccc(OCC(O)Cn2ccnc2C)cc1 (configuration not stated) | 0.4 | -1 | -6 | 7&6 | 2 | 11&-12 | -6 | 0.6 | 2
COCCOC(=O)C1=C(C)NC(=O)NC1c1c(OC)ncnc1OC (configuration not stated) | 1.4 | -5 | 2 | 3 | 11 | -23 | -4 | 1.3 | -1

From PubChem
